A3A deaminase: blocks human APOBEC3A ssDNA deamination | recombinant A3A, FAM/TAMRA ssDNA deamination fluorescence | inhibition, % at 20 µM | 330,000 tested, 0.41% active;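 active = at least 40% inhibition at 20 µM here, with at most 30% in a related deaminase screen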;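 note: plate controls were A3A with DMSO for no effect and wells lacking A3A enzyme for full effect; some results filed as inactive read as strong as hits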
Target sequence (P31941 whole entry, looked up): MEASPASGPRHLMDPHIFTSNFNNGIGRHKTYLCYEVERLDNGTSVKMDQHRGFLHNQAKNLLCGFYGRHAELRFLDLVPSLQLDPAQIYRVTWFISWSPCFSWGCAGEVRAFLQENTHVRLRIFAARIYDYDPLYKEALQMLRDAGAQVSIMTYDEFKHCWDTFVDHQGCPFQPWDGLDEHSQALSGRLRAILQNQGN
APOBEC3G inh: inhibitors of human APOBEC3G DNA deaminase. inhibition, % at 20 µM. Q9HC16. 330,000 tested, 0.28% active. AID 493012. recombinant A3G, ssDNA deamination FAM/TAMRA fluorescence;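 active = inhibition of at least 40% at 20 µM, with no more than 30% in the related APOBEC3A deaminase screen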;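 note: plate controls were DMSO wells with A3G for no effect and wells lacking A3G enzyme for full effect; some compounds called inactive have numbers as strong as hits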
Target sequence (Q9HC16 whole entry, looked up): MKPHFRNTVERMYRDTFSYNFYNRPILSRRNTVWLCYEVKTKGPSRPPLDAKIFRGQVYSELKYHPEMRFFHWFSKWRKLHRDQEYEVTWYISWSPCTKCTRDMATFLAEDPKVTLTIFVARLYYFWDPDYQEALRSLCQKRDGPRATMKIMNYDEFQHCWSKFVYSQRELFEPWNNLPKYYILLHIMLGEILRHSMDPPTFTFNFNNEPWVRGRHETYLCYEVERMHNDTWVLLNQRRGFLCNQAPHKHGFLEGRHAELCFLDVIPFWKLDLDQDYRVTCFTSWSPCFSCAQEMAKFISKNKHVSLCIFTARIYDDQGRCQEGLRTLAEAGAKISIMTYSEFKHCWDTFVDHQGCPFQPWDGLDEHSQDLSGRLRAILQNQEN
CCR6 antagonist: CCR6 (human) receptor antagonism; CHO-K1 CCR6 PathHunter beta-arrestin, luminescence, CCL20-stimulated; inhibition, % at 20 µM; 340,000 tested, 0.49% active;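 active = compounds whose inhibition of the agonist-driven luminescence signal at 20 µM reaches about 50%, limit read from the data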;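 note: cells stimulated with CCL20 at 14 nM final; plate controls were DMSO with CCL20 for no effect and DMSO without agonist for full effect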
EBI2 block: antagonists of human EBI2 receptor; 360,000 tested, 0.81% active; inhibition, % at 5 µM; AID 651636; P32249; EBI2 beta-arrestin recruitment, luminescence, 7a,25-OHC stimulated; in the data active = inhibition above about 38%;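 note: enzyme fragment complementation signal reports receptor beta-arrestin coupling in cells; 0% = agonist plus DMSO wells and 100% = wells without agonist; some results beyond the cut were filed as inactive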
Gli-Sufu antag: antagonists of Gli-Sufu signaling. Sufu-KO-LIGHT fibroblasts, Gli luciferase reporter luminescence. inhibition, % at 5 µM. 340,000 tested, 0.74% active. AID 588413;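 active = inhibition above about 55%, limit read from the data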;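 note: 0% = DMSO-treated cells and 100% = wells with medium but no cells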
CXCR6 block: inhibitors of human CXCR6 receptor; O00574; CHO-K1 PathHunter CXCR6 beta-arrestin, luminescence; inhibition, % at 20 µM; 360,000 tested, 0.36% active; in the data active = inhibition above about 34%, passing the limit was not always enough;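 note: antagonist mode with CXCL16 agonist at 10 nM final; 0% = 10 nM CXCL16 with DMSO and 100% = unstimulated wells without agonist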
Target sequence (O00574 whole entry, looked up): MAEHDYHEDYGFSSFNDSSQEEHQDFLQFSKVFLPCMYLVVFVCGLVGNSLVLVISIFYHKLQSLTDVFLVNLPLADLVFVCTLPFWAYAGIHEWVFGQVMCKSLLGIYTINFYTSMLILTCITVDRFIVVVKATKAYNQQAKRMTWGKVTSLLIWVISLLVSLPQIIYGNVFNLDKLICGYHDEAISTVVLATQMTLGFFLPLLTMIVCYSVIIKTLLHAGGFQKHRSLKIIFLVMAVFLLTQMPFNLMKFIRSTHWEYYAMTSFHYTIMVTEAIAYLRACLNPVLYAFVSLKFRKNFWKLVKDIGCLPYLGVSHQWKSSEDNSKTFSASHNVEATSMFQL
GRIN3A LBD mod: NR3A (human) ligand-binding domain modulation; NR3A LBD differential scanning fluorimetry, Tm shift; 0% = protein alone, 100% = glycine-bound protein; Tm shift relative to glycine control, % at 25 µM; 340,000 tested, 2.5% active;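 active = melting temperature shift of at least 10% of the positive control shift, at one fixed dose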
MPTP inh: permeability transition pore inhibition | isolated mouse mitochondria, Ca2+ swelling absorbance, 30 min | inhibition, % at 10 µM | 360,000 tested, 1.4% active | AID 602449;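 active = inhibition of 50% or more, scaled per plate between neutral and stimulator controls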;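 note: 0% = DMSO wells given calcium and 100% = 1 mM EGTA wells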
* marks the source's active call; other numbers are inactive results; / = no result given; & = joins results of further samples.

SMILES	A3A deaminase	APOBEC3G inh	CCR6 antagonist	EBI2 block	Gli-Sufu antag	CXCR6 block	GRIN3A LBD mod	MPTP inh
Cc1ccc(CN2CC(C(=O)NC(c3nc4ccccc4[nH]3)C(C)C)CC2=O)cc1 (centres undefined)	0	-2	-3	1	-2	6	-1	-1.5
Cc1cccc(N(C)S(=O)(=O)c2ccc3[nH]c(=O)c(=O)[nH]c3c2)c1	3	-1	-3	2	38	-3	-3	0.3
C/C(=C\c1ccco1)CN1CCN(Cc2ccc(C)o2)C(CCO)C1 (centres undefined)	3	-3	1	2	-3	-2	1	7.9
Cc1sc2nc(CN3CCCC3)nc(Cl)c2c1C	-4	1	-2	-4	4	1	0	0.2
C[C@]12C(=O)N(c3ccc(F)cc3)C(=O)N1[C@@H]1c3ccccc3OC[C@@H]1[C@H]2c1ccccc1	1	2	4	-1	-5	3	-2	0.8
CC(C)CNC(=O)CO/N=C/c1ccccc1Cl	-6	-2	16	-8	35	0	-3	-0.6
c1ccc(CCSc2ncnc3nc[nH]c23)cc1	2	-2	6	0	-28	4	0	10
Cc1cc(=O)oc2cc(O)cc(O)c12	/	/	-20	-3	-1	-7	-5	0.2
CCn1cc(C(=O)OCC(=O)c2cc(C)n(-c3ccccc3F)c2C)c(=O)c2ccc(C)nc21	-4	-7	3	-14	-5	2	-7	20
COc1ccc(-c2nc(-n3c(C)c(C(C)=O)c(C(C)=O)c3C)sc2C)cc1OC	4	6	8	-3	6	3	0	4.9
COc1ccc(-n2nc(C(=O)Nc3ccc4c(c3)OCO4)c3ccccc3c2=O)cc1	-3	-7	10	-3	-16	-6	-2	2.5
Cc1ccc2nc(SCc3nc4c(cnn4-c4ccccc4)c(=O)[nH]3)[nH]c2c1	-6	-10	5	36	1	-10	-2	73*

(cont.)
SMILES	A3A deaminase	APOBEC3G inh	CCR6 antagonist	EBI2 block	Gli-Sufu antag	CXCR6 block	GRIN3A LBD mod	MPTP inh
CC(C)(C)OC(=O)N1CCN(C(=O)c2[nH]cnc2C(=O)Nc2cccc(Cl)c2)CC1	-2	-9	2	-13	0	-7	-8	0.4
O=C1C=C(c2cc3ccccc3s2)C[C@@H](c2ccc3c(c2)OCO3)C1	-2	-11	15	17	-9	4	0	2.5
CC(C)CC(=O)Nc1ccc(-c2cn3cccnc3n2)cc1	-1	0	-3	-7	-22	-4	-1	0.6
COc1ccccc1NC(=O)c1ccc(NC(=O)CSc2n[nH]c(N)n2)cc1	-3	-9	-1	-8	-10	7	-6	2.2
CCCCCC(=O)Nc1cc(S(=O)(=O)N2CCOCC2)ccc1N1CCCC1	4	-7	7	3	1	0	4	-0.6
O=C(OCC(=O)N1CCOCC1)c1ccc(Cl)nc1	3	-3	1	-5	-6	-1	0	-2.4
COc1ccc(C(=O)C(=NNc2ccccc2)c2ccc(OC)cc2)cc1	/	/	28	24	7	10	13*	2.4
COc1ccc(-c2cccc(C3CC=CC4C3C(=O)N(Cc3ccccc3)C4c3ccc(OC)c(Cl)c3)c2)cc1 (centres undefined)	0	-6	16	1	14	4	1	-0.1
OC(c1cccc(OCc2ccccc2)c1)c1nnc(-c2ccccc2)o1 (centres undefined)	0	-3	-1	1	8	-1	-24	104*
CCc1cc(C(=O)NCC(c2ccc(OC)cc2)N2CCOCC2)sc1C (centres undefined)	-2	-10	11	3	13	6	3	-1.3
O=C(NNC(=O)C1CCN(S(=O)(=O)c2ccc(Cl)cc2)CC1)c1ccncc1	5	-2	-7	6	-4	-7	1	-1.2
C=CC(=O)Nc1cccc(Nc2nc(N[C@H]3CC[C@H](N(C)C)CC3)nc3c2ncn3C(C)C)c1	/	/	6	1	76*	3	-1	0.0

GRIN3A LBD mod, hit marks shown above
SMILES	A3A deaminase	APOBEC3G inh	CCR6 antagonist	EBI2 block	CXCR6 block	GRIN3A LBD mod	MPTP inh
COc1ccc(C(=O)C(=NNc2ccccc2)c2ccc(OC)cc2)cc1	/	/	28	24	10	13*	2.4

(continued)
SMILES	A3A deaminase	APOBEC3G inh	CCR6 antagonist	EBI2 block	Gli-Sufu antag	CXCR6 block	GRIN3A LBD mod	MPTP inh
CC(=O)c1cccc(NC(=O)c2ccoc2C)c1	-2	-2	13	-3	0	-6	-1	-0.2
O=C(CC1SC(=Nc2ccccc2)N(Cc2ccccn2)C1=O)Nc1cccc(Cl)c1 (centres undefined)	3	0	12	10	-21	12	-3	2.2
Cc1ccc(-n2c(=O)[nH]c3cc(C(=O)NC4CCN(Cc5ccccc5)CC4)ccc3c2=O)cc1	0	-5	16	7	0	5	-2	0.7
Cc1cccc(NC(=O)CC2C(=O)NC3CCCCC3N2C(=O)c2ccccc2Cl)c1 (centres undefined)	0	1	12	-3	4	6	5	0.3
CCOC(=O)c1c(NC(=O)c2ccc(Br)o2)sc2c1CCCC2	0	-5	6	37	2	-2	1	0.3
CN(C(=O)c1ccc(NC(=O)Cc2ccc(NC(=O)C3CCN(C(=O)C4CC4)CC3)cc2)cc1)C1CCCC1	/	/	10	-10	-2	9	0	-0.7
Cc1ccc(S(=O)(=O)N2CCN(C(=O)CCC(=O)N3CCc4ccccc43)CC2)cc1	0	-1	-3	9	-3	11	3	1.0
COc1cc(C(F)(F)F)c(C(=O)N(C)Cc2cc(Cl)cc(Cl)c2)cn1	-3	-11	9	6	6	1	1	2.9
CCCn1cnc2cc(NCc3cccc(OC)c3)ccc21	-5	-4	7	4	-52	-3	-4	-1.7
Cc1cc(Cl)ccc1Oc1cccc(C(=O)/C(C#N)=C/N(C)C)c1	-2	0	-3	-8	-8	-9	-16	-0.3
CC(C)c1ccc(NC(=S)NNc2ccc(Cl)c(C(=O)O)c2)cc1	-2	-4	29	-5	-10	-1	-1	1.0
CCc1nc2cc(Cl)c(Cl)cc2nc1CC	-2	-5	7	1	3	16	-3	1.3

Further compounds follow:
SMILES	A3A deaminase	APOBEC3G inh	CCR6 antagonist	EBI2 block	Gli-Sufu antag	CXCR6 block	GRIN3A LBD mod	MPTP inh
Cc1ccc(Cl)cc1NC(=O)CCCN1C(=O)c2cccnc2C1=O	6	21	-2	5	1	-4	1	-0.4
COc1ccc(C(CNC(=O)c2cccc(S(=O)(=O)Nc3cccc(C)c3)c2)N2CCOCC2)cc1 (centres undefined)	0	-4	13	-2	-9	-1	-1	-0.2
O=C(CCc1nc2ccccc2c(=O)[nH]1)Nc1nnc(SCc2ccccc2F)s1	2	-4	1	-2	25	0	1	-0.4
COc1cccc(CC2CC(=O)N(c3ccc4c(C)cc(=O)oc4c3)C2=O)c1 (centres undefined)	1	-13	5	0	-2	-6	0	-4.5
O=C(COC(=O)c1nn(-c2ccccc2C(F)(F)F)cc1O)c1ccc(OC(F)F)cc1	0	-8	-5	-2	9	-8	1	2.0
O=C(c1ccc(F)cc1)C1CCN(Cc2cn[nH]c2-c2ccc(F)cc2)CC1	-5	0	-3	-13	6	-7	-4	0.8
Nc1nc(N)nc(-c2ccccn2)n1	2	-1	0	-5	9	15	1	-0.1
CC1(C)Cc2nc(NCCCO)c(C#N)cc2CO1	-2	-3	-8	13	-16	2	16*	-0.2
C=CCOc1ccccc1CNc1cccc(F)c1	-1	-10	8	2	-17	0	-1	-1.8
N/N=C(\Cc1cscn1)c1ccc(O)cc1O	-1	-7	9	5	45	8	-4	0.3
Cc1ccc(OCCCN2CCOCC2)c([N+](=O)[O-])c1	4	0	11	-3	-30	-7	-2	5.0
c1ccc2c(c1)[nH]c1ccccc12	0	-3	-14	3	-4	-13	1	-0.9

Continued:
SMILES	A3A deaminase	APOBEC3G inh	CCR6 antagonist	EBI2 block	Gli-Sufu antag	CXCR6 block	GRIN3A LBD mod	MPTP inh
COc1ccc(-c2csc(NC(=O)CSc3ccc(Br)cc3)n2)c(OC)c1	-5	-10	9	6	-19	6	12*	6.8
Cc1c(/C(O)=C2\C(=O)C(=O)N(CCCN(C)C)C2c2ccccc2)cnn1-c1ccccc1 (centres undefined)	1	-1	-6	-7	9	2	1	-0.8
CC(C)(C)Nc1nc(Cl)nc(NC(C)(C)C)n1	-3	-3	0	-7	0	5	6	-0.6
COc1cc(/C=N/NC(N)=O)cc([N+](=O)[O-])c1O	5	2	36	7	26	6	-2	-0.5
O=C(Nc1ccccc1)C1=C[C@@H](C2CC2)C[C@@H](OCCCCO)O1	-1	-1	8	-9	-6	2	-3	-2.4
O=C(COc1ccc(Cl)cc1)NCc1cn2cc(Cl)ccc2n1	2	-6	-1	9	/	-8	-4	0.3
Cc1ccc(NC(=O)COC(=O)CCc2ccc(S(=O)(=O)N3CCOCC3)cc2)cc1F	1	4	-8	-5	-9	2	-2	-0.2
COc1ccc(/C=C2/C(=O)N(c3ccccc3)N=C2C)cc1Br	-5	-10	19	-4	15	-1	-4	2.5
CC(C)OC(=O)C(C#N)c1nc2ccccc2nc1N1CCCC1 (centres undefined)	-5	-7	43	5	1	12	1	1.0
CSC1=NSC2=NC(=O)/C(=C/c3coc4ccccc4c3=O)C(=N)N12	/	/	-10	12	-4	-10	11*	95*
CCN(CCCNC(=O)c1ccc(N2CCCC2=O)cc1)c1cccc(C)c1	2	2	16	-3	5	-6	3	-0.3
O=C(c1cc2ccc([N+](=O)[O-])cc2oc1=O)N1CCOCC1	-3	-2	0	-15	3	-8	0	-0.5

New compounds follow:
SMILES	A3A deaminase	APOBEC3G inh	CCR6 antagonist	EBI2 block	Gli-Sufu antag	CXCR6 block	GRIN3A LBD mod	MPTP inh
CCOc1cc(/C=N/O)cc(Br)c1OCC	3	-3	2	5	0	0	1	0.1
Nc1nc(-c2cccs2)c(CC(=O)O)s1	-1	2	10	-19	8	3	0	-0.3
COc1ccc(C(=O)NCCCN2CCN(CCCNC(=O)c3ccc(OC)c(OC)c3)CC2)cc1OC	2	-6	8	0	-2	-15	-1	-2.2
O=C(Nc1cccnc1)c1cc(-c2ccccc2)on1	3	-3	-6	-7	3	-13	-3	-0.5
COc1ccc(C(=O)O/N=C2\CCCc3nonc32)cc1	1	2	5	-4	-5	1	-1	-0.5
COCC(C)n1c(C)cc(C(=O)CN2C(=O)NC3(CCCCC3C)C2=O)c1C (centres undefined)	-5	-6	-2	-5	-2	5	7	-1.2
CCC(C)NC(=O)CS(=O)Cc1nc(-c2cccc(OC)c2)oc1C (centres undefined)	-1	0	1	5	0	-4	-1	-1.6
COc1ccc(NC(=O)C(=O)NCCN2CCN(C(=O)C(c3ccccc3)c3ccccc3)CC2)cc1	-4	-2	2	3	6	2	-1	1.4
CC(C)[C@H](N)C(=O)OCCOCn1cnc2c(=O)[nH]c(N)nc21	-2&-5	-3&-6	10&16	2&1	4&3	0&3	1&-1	-4.4&2.1

Screening results deposited in PubChem by Sanford-Burnham Center for Chemical Genomics.
